# Assay outcomes: PubChem BioAssay, several laboratories
# AGP1 TOR yeast = alters AGP1-GFP fluorescence in TOR pathway yeast screen; 320,000 tested, 0.02% active; GFP response vs DMSO, % at 10 µM; S. cerevisiae AGP1-GFP multiplex flow cytometry, 3 h; GFP as percent of DMSO wells; AID 2066;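 active = GFP response relative to DMSO above a set limit, near screen average plus 3 SD, cut at about 150% in these data; inconclusive = fewer than 70 cells counted for the yeast strain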;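 also: median GFP channel fluorescence of the gated AGP1 strain per well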
# Bcl-xL primary = inhibitors of human Bcl-xL; Q07817; GST-Bcl-xL / FITC-Bim BH3 peptide fluorescence polarization; inhibition, % at 10.9 µM; 320,000 tested, 0.7% active; AID 2129;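 active = inhibition above the mean of all tested compounds plus 3 SD, cutoff set per campaign, cut at about 30% in these data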;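 also: 0% = DMSO wells and 100% = unlabeled Bim-BH3 peptide competitor; inhibitors lower millipolarization by displacing the labeled peptide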
# Fam108B counter = blocks mouse Fam108B hydrolase in RBBP9 counter-screen; recombinant Fam108B, FP-Rh probe fluorescence polarization; inhibition, % at 9.51 µM; 300,000 tested, 0.33% active;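 active = inhibition above the screen mean inhibition plus 3 SD, computed separately per campaign, cut at about 18% in these data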;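 also: inhibitors lower polarization as less probe binds the enzyme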
# MCL1-BIM inh = disrupts human MCL1 binding to BIM-BH3 peptide; Q07820; GST-MCL1 / FITC-Bim-BH3 fluorescence polarization; inhibition, % at 10.9 µM; 320,000 tested, 0.68% active; AID 2057;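 active = inhibition above the mean inhibition of all tested compounds plus 3 SD, set per campaign, cut at about 40% in these data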;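 also: 0% = DMSO wells and 100% = unlabeled Bim-BH3 peptide control; higher means more loss of mP so more displacement of Bim peptide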
# Target sequence (Q07820 whole entry, looked up): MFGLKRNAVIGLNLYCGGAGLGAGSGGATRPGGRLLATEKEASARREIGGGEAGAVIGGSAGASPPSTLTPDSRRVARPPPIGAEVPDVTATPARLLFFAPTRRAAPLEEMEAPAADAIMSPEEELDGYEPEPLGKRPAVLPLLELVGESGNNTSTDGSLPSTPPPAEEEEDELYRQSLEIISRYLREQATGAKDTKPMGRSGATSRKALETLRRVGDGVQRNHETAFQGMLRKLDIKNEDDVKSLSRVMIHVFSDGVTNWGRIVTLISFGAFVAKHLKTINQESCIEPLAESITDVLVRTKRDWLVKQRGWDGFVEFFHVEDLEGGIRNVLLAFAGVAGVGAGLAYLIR
# VLA-4 inh = inhibition in a human VLA-4 binding assay | VLA-4 expressing cells, ligand binding flow cytometry | inhibition, % (about 7 µM as worked out from the volumes in the protocol) | 330,000 tested, 0.2% active | P13612; in the data active = inhibition above about 50%
# GLD-1 TGE inh = GLD-1-TGE RNA interaction inhibition (C. elegans); Q17339; purified GLD-1 + fluorescein TGE RNA, fluorescence polarization; inhibition, % at 5.96 µM; 320,000 tested, 0.44% active;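 active = percent inhibition above a per-plate cutoff, the plate mean of test compounds plus 3 SD, cut at about 30% in these data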;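 also: 0% = DMSO wells with GLD-1 and probe and 100% = wells lacking GLD-1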
# GRK2 aptamer HTS = blocks RNA aptamer binding to human GRK2; AID 488847; inhibition of aptamer binding, % at 10 µM; P25098; 330,000 tested, 0.59% active; bead flow cytometry, FAM-aptamer displacement from GRK2;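 active = inhibition of aptamer binding above 40%, roughly 3 SD of noise, on plates passing a quality check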;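 also: median bead fluorescence of bound FAM aptamer so fluorescent compounds give negative values; no value below 0 was filed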
# Target sequence (P25098 whole entry, looked up): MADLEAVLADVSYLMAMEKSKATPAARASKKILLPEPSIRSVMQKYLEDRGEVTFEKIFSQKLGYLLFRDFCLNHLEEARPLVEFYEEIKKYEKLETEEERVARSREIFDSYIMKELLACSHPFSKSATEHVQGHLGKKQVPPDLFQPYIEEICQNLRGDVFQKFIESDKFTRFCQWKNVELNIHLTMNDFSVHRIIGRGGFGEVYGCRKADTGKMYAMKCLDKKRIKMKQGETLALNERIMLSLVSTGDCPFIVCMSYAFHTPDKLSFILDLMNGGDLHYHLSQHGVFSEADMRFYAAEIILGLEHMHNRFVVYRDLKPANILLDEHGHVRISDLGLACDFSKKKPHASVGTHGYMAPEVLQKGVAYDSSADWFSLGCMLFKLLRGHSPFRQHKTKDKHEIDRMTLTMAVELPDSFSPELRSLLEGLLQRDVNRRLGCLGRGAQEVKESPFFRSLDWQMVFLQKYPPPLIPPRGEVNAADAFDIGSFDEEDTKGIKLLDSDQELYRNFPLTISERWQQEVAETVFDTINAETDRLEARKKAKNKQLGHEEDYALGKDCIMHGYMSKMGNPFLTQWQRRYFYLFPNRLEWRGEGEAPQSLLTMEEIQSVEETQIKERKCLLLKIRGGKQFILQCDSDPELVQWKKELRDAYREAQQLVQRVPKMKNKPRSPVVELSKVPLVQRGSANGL
# CIT2 TOR yeast = alters CIT2-GFP fluorescence in TOR pathway yeast screen. 320,000 tested, 0.065% active. AID 2029. S. cerevisiae CIT2-GFP strain, flow cytometry, 3 h; 100 means same as DMSO wells. GFP response vs DMSO, % at 10 µM;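 active = GFP response relative to DMSO above a set limit, near the screen mean plus 3 SD, cut at about 150% in these data; inconclusive = Fewer than 70 cells measured for a yeast strain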;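 also: ratio of well median GFP fluorescence to mean of DMSO wells on the plate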
# MEX-5 binding = C. elegans MEX-5 TCR-2 RNA binding activity; Q9XUB2; MEX-5/FITC-TCR2 RNA binding, fluorescence polarization; stronger effect = lower value; activity score (negative = inhibition of binding), % at 10 µM; 300,000 tested, 0.38% active; AID 1832;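 active = inhibition past about -25% in most replicates, and total fluorescence under double the plate's negative control median, limit read from the data; inconclusive = replicates evenly split on the limit, or fluorescence at least double controls; inactive = too little inhibition in most replicates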;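 also: 0% = DMSO and -100% = 5 µM competing unlabeled TCR2 RNA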
# Numbers without * were called inactive; u = inconclusive; x = no result given; & = joins results of further samples.
SMILES,AGP1 TOR yeast,Bcl-xL primary,Fam108B counter,MCL1-BIM inh,VLA-4 inh,GLD-1 TGE inh,GRK2 aptamer HTS,CIT2 TOR yeast,MEX-5 binding
COc1ccc(NC(=O)CSc2ncn[nH]2)c([N+](=O)[O-])c1,99,3,-1,3,6,10,4,101,-11
O=C(COC(=O)c1ccc[nH]c1=O)Nc1cc(S(=O)(=O)N2CCCCC2)ccc1Cl,94,5,-2,2,1,4,0,98,0.5
O=C(C(Cc1ccccc1)n1cccc1)N1CCc2ccccc21 (centres undefined),94,0,-2,2,-12,2,1,91,-2.1
O=C(N/C(=C\c1ccc(Br)cc1)c1nc2ccccc2[nH]1)c1ccco1,u,1,-2,-2,7,-6,0,u,-1.3
N#CC1=C(N)N2C(=C(C#N)C1c1ccccc1)Sc1ccccc12 (centres undefined),98,-1,1,-3,17,-3,1,100,-33*
Cc1nonc1C1CCCN1C(=O)c1cc(COc2cccc(C(F)(F)F)c2)on1 (centres undefined),110,5,4,1,-1,2,0,107,1.2
Cn1c(=O)cc(SCC(=O)N2CCN(C3CCCCC3)CC2)c2ccccc21,91,5,4,5,-6,1,0,83,-0.5
O=C1CCC/C(=N/Nc2ccc(Cl)cc2)C1,87,13,9,8,-15,8,9,90,0.7
COC(=O)c1cc(=O)[nH]c(SCc2cccc(C)c2)n1,99,4,1,4,1,1,3,99,-3.5
O=C(O)c1ccccc1Sc1ncnc2sccc12,103,10,-1,14,1,-4,1,100,-0.6
COc1ccc(C)cc1S(=O)(=O)n1cnc2ccccc21,95,-2,0,-7,-6,4,2,92,1.2
CN(C)c1ccc(NC(=O)CSc2nc3ccccc3c(=O)n2CC2CCCO2)cc1 (centres undefined),u,0,1,-3,4,1,0,u,2.2
O=C(Nc1ccc2c(c1)OCCO2)c1ccc(Cl)c(S(=O)(=O)N2CCOCC2)c1,111,0,2,0,-2,0,2,105,1.2
CCN(CC)CCCN=C(N)N,104,-4,1,4,0,-5,0,94,-1.6
Cc1cccc(C)c1NCc1nnc(SCC(=O)Nc2nc(-c3ccccc3)cs2)n1-c1ccccc1,99,2,1,3,0,1,0,101,0.3
Cc1cc(-c2ccccc2)nc(N(C)C)c1S(C)(=O)=O,100,-2,-1,-4,7,5,0,86,-3.4
COc1ccc(C(=O)N/C(=C\c2cn(C)c3ccccc23)C(=O)NCCCn2ccnc2)cc1OC,103,6,-2,6,8,-11,3,100,3.6
COC(=O)Cc1c(C)c2ccc(O)c(CNCc3ccc(OC)c(OC)c3)c2oc1=O,u,x,x,x,6,x,0,u,-0.6
CSc1cc(CS(=O)(=O)c2ccccc2)nc(-c2ccccc2)n1,100,6,4,7,-5,3,0,103,1.2
COC(=O)C1=C(C(=O)c2ccccc2)C(c2cccs2)n2nnnc2N1 (centres undefined),98,0,1,2,-7,14,0,96,0.2
O=C(Nc1cccc(C(F)(F)F)c1)C1=CC=CN2CCS(=O)(=O)N=C12,107,-6,x,-8,4,-2,2,99,x
COCCNC(=O)CSc1nc2cc(OC)c(OC)cc2c(=O)n1CCc1ccc(S(N)(=O)=O)cc1,99,6,-1,10,49,2,0,95,1.0
O=C(NCCN1C(=O)S/C(=C\c2ccc(Cl)cc2Cl)C1=O)C1=COCCO1,89,-1,-1,4,19,-2,0,76,1.1
C[C@H](CO)N1C[C@H](C)[C@@H](CN(C)S(=O)(=O)c2ccccc2)Oc2c(NC(=O)NC3CCCCC3)cccc2C1=O,103,x,x,x,5,3,0,99,x
COc1cc(C(=O)OCC(=O)N(CC(C)C)C2CCS(=O)(=O)C2)cc(OC)c1C (centres undefined),99,-18,x,-9,5,3,5,96,x
CC(C)(C)C(=O)NC(=O)Nc1ccccc1C(F)(F)F,101,7,5,12,4,4,2,91,0.7
OC(COc1ccc(OCC(O)CN2CCCCC2)cc1)CN1CCCCC1 (centres undefined),93,5,-1,-3,5,3,x,99,2.1
CC(O)(C#CCN1CCCC1)c1ccccc1 (centres undefined),102,3,7,-1,-12,4,0,103,-2.8
COc1ccc2c(c1)-c1c(ssc1=S)C(C)(C)N2C(=O)CSC1=NCCS1,101,0,3,0,-9,7,0,102,-0.6
COc1ccc(NC(=O)c2cc(-c3ccco3)on2)cc1OC,100,0,1,-7,-6,-5,3,95,-1.4
COC(=O)NC1CSCC1OC(=O)c1ccc(Br)cc1 (centres undefined),102,5,2,2,-4,-4,0,101,0.6
COc1ccc(NC(=O)O/N=C2/CCCc3ccc(OC)cc32)cc1,94,8,5,7,0,6,0,105,0.7
Cc1cc2cc(CNC(=S)Nc3ccc(OC(F)F)cc3)ccc2[nH]1,96,5,8,5,-8,8,0,99,-1.0
CCN(CC)S(=O)(=O)c1ccc(C(=O)NCCCN=C2NS(=O)(=O)c3ccccc32)cc1,85,4,1,-3,3,3,0,69,2.3
CC1CCN(S(=O)(=O)c2ccc3c(c2)NC(=O)CS3)CC1,97,4,2,3,-1,-2,2,98,-1.4
C=CCNC(=O)c1c(C(F)(F)F)nn(C)c1Cl,104,5,1,-3,-1,6,0,95,-1.8
CC(=O)c1c(C)[nH]c(C(=O)Nc2c(C)n(C)n(-c3ccccc3)c2=O)c1C,109,3,-8,-2,-5,4,0,105,-1.1
CCn1c(SCC(=O)N(C)C2CCCCC2)nc2cc(S(N)(=O)=O)ccc21,98,-8,x,-6,13,3,0,98,x
Cc1ccc(C(=O)N/C(=C/c2ccc(N(C)C)cc2)C(=O)NCC2CCCO2)cc1 (centres undefined),104,-7,-3,-11,-1,-12,2,101,0.6
CCOC(=O)C1C2C=CC3(CN(Cc4ccco4)C(=O)C13)O2 (centres undefined),100,11,-2,-1,10,2,3,97,-4.4

# Shown as tab-separated lines: two of the compounds above.
SMILES	AGP1 TOR yeast	Bcl-xL primary	Fam108B counter	MCL1-BIM inh	VLA-4 inh	GLD-1 TGE inh	GRK2 aptamer HTS	CIT2 TOR yeast	MEX-5 binding
C[C@H](CO)N1C[C@H](C)[C@@H](CN(C)S(=O)(=O)c2ccccc2)Oc2c(NC(=O)NC3CCCCC3)cccc2C1=O	103	x	x	x	5	3	0	99	x
CCOC(=O)C1C2C=CC3(CN(Cc4ccco4)C(=O)C13)O2 (centres undefined)	100	11	-2	-1	10	2	3	97	-4.4

# (cont.)
SMILES,AGP1 TOR yeast,Bcl-xL primary,Fam108B counter,MCL1-BIM inh,VLA-4 inh,GLD-1 TGE inh,GRK2 aptamer HTS,CIT2 TOR yeast,MEX-5 binding
Cc1nccn1S(=O)(=O)c1cc([N+](=O)[O-])ccc1Cl,112,-1,0,-12,13,4,0,112,1.1
Cc1ccc(C(=O)NCCCN2CCOCC2)o1,98,6,-1,8,-12,2,1,93,0.8
C[C@@H]1C(=O)O[C@@H]2CC34[C@H]5C[C@@H](C(C)(C)C)C36[C@H](OC(=O)[C@@H]6O)OC4(C(=O)O5)[C@@]12O (some centres undefined),88,4,1,-3,-3,-1,0,91,0.3
CC(=O)Nc1ccc(S(=O)(=O)Nc2nccs2)cc1,104,x,x,x,-8,x,4,102,0.1
COc1ccc(OCC(=O)Nc2ccc(NC(=O)c3cccs3)cc2)cc1,99,0,-6,0,-16,4,2,105,0.0
O=C1Nc2ccccc2/C1=C\c1cccn1-c1ccc(OC(F)(F)F)cc1,101,3,2,2,-18,-1,25,x,1.0
O=c1nccc(SCc2ccc(Cl)cc2Cl)[nH]1,99,1,5,1,-3,-1,2,95,-0.6
Cc1ccc(S(=O)(=O)NC2=NCN(CC(=O)O)CN2)cc1,100,-1,-1,-3,0,1,3,108,0.9
O=C(COC(=O)c1cnccn1)c1ccc(Br)cc1,x,1,-1,9,12,-4,7,95,-0.2
CC(C)(O[C@@H]1O[C@H](CO)[C@@H](O)[C@H](O)[C@H]1O)[C@@H]1CC=C(C(=O)O)CC1,105,1,x,5,-2,-1,0,108,x
COc1ccc(OC)c(C2C(C(C)=O)=C(O)C(=O)N2c2ccc(F)cc2)c1 (centres undefined),105,-1,2,-3,-16,7,2,109,2.2
CCn1nnc(-c2ccccc2NC(=O)c2cc(OC)c(OC)c(OC)c2)n1,98,2,-8,0,0,-4,3,102,0.6
CCOc1ccc2cc(S(=O)(=O)N3CCOCC3)ccc2c1,91,5,3,8,0,1,0,80,1.7
O=C(CCS(=O)(=O)c1ccccc1)OCC(=O)N1CCN(S(=O)(=O)c2ccc(Cl)cc2)CC1,107,-1,1,-5,-1,3,0,103,1.9
Brc1ccc(CSc2nnc3ccccn23)cc1,103,3,4,-1,0,5,1,109,-0.7
COc1ccc(-c2nn(C)c(=O)c3ccccc23)cc1CNC(=O)C1CCCCC1,105,0,-1,-2,2,1,0,103,0.4
O=S(=O)(c1cccc(-c2csc(-c3cccnc3)n2)c1)N1CCCCC1,108,8,-1,7,7,5,2,104,1.3
Cc1nnc(NCCO)c2ccccc12,100,0,0,-2,8,-4,0,97,-2.1
CS(=O)(=O)N(Cc1ccc(C(=O)Nc2ccccc2Sc2ccccc2)cc1)c1ccccc1,108,4,-3,9,-4,9,0,114,2.6
O=Cc1cc2ccccc2nc1SCc1ccc(Cl)c(Cl)c1,102,4,-3,6,22,-3,2,111,-2.8
CC1CCCC(NC(=O)Cn2cc(C(F)(F)F)cc(Cl)c2=O)C1C (centres undefined),91,-1,x,8,0,-6,0,84,x
CCOC(=O)C1CCN(Cc2c(O)c3ccccc3oc2=O)CC1,99,3,-1,4,-2,5,24,110,-2.9
O=C(NOCc1ccccc1)c1ccccc1,87,3,0,7,-25,10,0&0,96,-0.2
O=C(O)c1ccc(-n2cccc2/C=C2/SC(=O)N(CC(=O)N3CCCC3)C2=O)cc1,112,14,14,55*,22,1,82*,102,-21
CCOc1ccc(C(=O)NCC(=O)N2CCN(c3ccc(C(F)(F)F)cn3)CC2)cc1,101,9,x,0,2,2,0,104,x
CCN=C1S/C(=C\c2cc(Cl)c(OC)c(OC)c2)C(=O)N1CC,92,4,0,0,10,-7,0,97,2.1
COc1nnc(-c2ccc(C)c(S(N)(=O)=O)c2)c2ccccc12,97,5,-2,1,5,-5,2,98,0.2
COc1ccc(-c2cc(C(=O)Nc3ccc4c(c3)OCO4)no2)cc1,100,3,2,5,3,-4,0,107,-0.2
O=C(O)c1ccc(N/N=C/c2ccc3nccnc3c2)cc1,103,5,4,-5,0,4,2,68,0.8
CN(C)c1nc(NCc2ccccc2)nc(N/N=C/c2ccc(Br)cc2)n1,103,1,3,4,-3,6,0,110,-0.9
CCN(CC(=O)Nc1ccc(NC(C)=O)cc1)C(=O)COc1ccccc1Cc1ccccc1,86,x,x,x,3,x,0,86,0.8
O=C(Nc1ccc(F)cc1)c1ccc(C(=O)N2CCCC(O)C2)cc1 (centres undefined),101,8,0,1,27,4,2,98,-0.1
CCOc1ccccc1C(c1c(C)n(C)n(-c2ccccc2)c1=O)c1c(C)n(C)n(-c2ccccc2)c1=O,102,-1,-5,2,-3,-10,0,104,-0.3
COc1ccc(-n2nc3c(N4CCC(C(=O)NCc5cccc(C)c5)CC4)nnc(C)c3c2C)cc1,u,-17,-4,-28,17,-6,0,u,-2.5
COc1cc(/C=C(/C#N)C(=O)Nc2ccc(C)cc2)ccc1Oc1nc(Cl)ncc1F,102,5,-20,7,10,-1,1,97,0.4
COc1ccccc1N1CCN(C(=O)c2cc(-c3cccs3)on2)CC1,89,-3,-1,-8,13,1,0,83,-0.3
Cc1cc(C(=O)NCc2cccs2)ccc1[N+](=O)[O-],91,4,1,0,6,-2,0,101,0.8
CSc1oc(-c2ccc(F)cc2)nc1S(=O)(=O)c1ccccc1,98,-11,2,-9,-11,0,0,99,-0.6
